Screens as filed in PubChem BioAssay.
mcGAS RapidFire – inhibitors of Mus musculus cyclic GMP-AMP synthase, initial high-throughput assay, cell-free, RapidFire MS; inhibition, % at 12.5 µM; recombinant mouse cGAS, cGAMP by RapidFire MS; 0.18% of 130,000 active;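 active = inhibition of cGAS enzyme activity at or above 60%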;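 note: enzyme stimulated by 45 bp dsDNA with ATP and GTP substrates; cGAMP share of summed cGAMP plus half ATP and half GTP signals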
Target sequence (Q8C6L5 whole entry, looked up): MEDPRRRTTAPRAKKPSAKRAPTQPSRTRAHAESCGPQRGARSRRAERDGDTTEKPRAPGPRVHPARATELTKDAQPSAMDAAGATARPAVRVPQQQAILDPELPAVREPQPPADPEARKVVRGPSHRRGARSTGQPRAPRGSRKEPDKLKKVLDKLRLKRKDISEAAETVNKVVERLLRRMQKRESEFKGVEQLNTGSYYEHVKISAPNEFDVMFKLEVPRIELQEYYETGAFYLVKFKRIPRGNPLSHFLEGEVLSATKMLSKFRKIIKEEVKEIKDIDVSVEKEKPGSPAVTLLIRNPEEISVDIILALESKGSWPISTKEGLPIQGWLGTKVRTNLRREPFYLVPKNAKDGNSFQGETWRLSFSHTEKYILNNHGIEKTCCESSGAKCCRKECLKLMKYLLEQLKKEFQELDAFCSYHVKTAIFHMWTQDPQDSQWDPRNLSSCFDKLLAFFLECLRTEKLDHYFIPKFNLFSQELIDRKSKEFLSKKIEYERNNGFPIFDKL
Numbers without * were called inactive; & = joins results of further samples.

1. O=C(Nc1ccon1)c1cccn(Cc2cccc(C(F)(F)F)c2)c1=O
  mcGAS RapidFire = -4
2. C=C(C)[C@@H]1CCC(C)=C[C@H]1c1c(OC)cc(C)cc1OC
  mcGAS RapidFire = -10
3. CNc1ccccc1C(=O)O
  mcGAS RapidFire = -4
4. CCCNC(=O)N1CCC2(CCNCC2)C1
  mcGAS RapidFire = 6
5. CN1/C(=C\C=C2C(=O)NC(=S)NC2=O)C(C)(C)c2ccccc21
  mcGAS RapidFire = 4
6. C1CCC(c2nc(CN3CCNCC3)no2)CC1
  mcGAS RapidFire = -4
7. FC(F)(F)C1=NC(C(F)(F)F)=NP(N2CCCCC2)(N2CCCCC2)=N1
  mcGAS RapidFire = 20&46
8. COc1cc([C@@H]2c3cc4c(cc3[C@H](OC(C)=O)[C@H]3COC(=O)[C@@H]23)OCO4)cc(OC)c1OC
  mcGAS RapidFire = 3
9. CC(Cc1ccccc1F)NCCCC(=O)N(C)C (centres undefined)
  mcGAS RapidFire = -13
10. CCOP(=O)(OCC)C(NC(=O)C(F)(F)F)C(F)(F)F (centres undefined)
  mcGAS RapidFire = 0

Arranged by molecular weight (largest number first): part of the list above
5. CN1/C(=C\C=C2C(=O)NC(=S)NC2=O)C(C)(C)c2ccccc21
  mcGAS RapidFire = 4
2. C=C(C)[C@@H]1CCC(C)=C[C@H]1c1c(OC)cc(C)cc1OC
  mcGAS RapidFire = -10
6. C1CCC(c2nc(CN3CCNCC3)no2)CC1
  mcGAS RapidFire = -4

Carrying on.
11. COC(=O)N1CCN(C(=O)Cc2ccc(Cl)c(Cl)c2)C(CN2CCCC2)C1 (centres undefined)
  mcGAS RapidFire = -6
12. NCC(CC(=O)O)c1ccc(Cl)cc1 (centres undefined)
  mcGAS RapidFire = 1
13. CC(CN1CCN(Cc2cccc(Cl)c2)CC1)C(F)(F)F (centres undefined)
  mcGAS RapidFire = -18
14. COC(=O)C1=C(C)N(C)C(=O)C12c1ccccc1-c1oc(N)nc12 (centres undefined)
  mcGAS RapidFire = -3
15. O=c1cccc2n1CC1CC2CN(c2nc(Cl)nc(NCCN3CCOCC3)n2)C1 (centres undefined)
  mcGAS RapidFire = 11
16. CC(C)c1ccc(CCNC(=O)CNc2ccc(C#N)c(Cl)c2)cc1
  mcGAS RapidFire = -5
17. Cc1cc(C)c(C(Cl)Cl)c(C)c1C=C(C#N)C#N
  mcGAS RapidFire = 22
18. CC(C)c1nccc(CN2CCC3(CC2)C(=O)NCCN3C)n1
  mcGAS RapidFire = 1
19. CC[C@H]1C2CC3[C@@H]4N(C)c5ccccc5[C@]45C[C@@H](C2C5O)N3[C@@H]1O (some centres undefined)
  mcGAS RapidFire = -5
20. CC1CC2CCCCC2N1Cc1ccon1 (centres undefined)
  mcGAS RapidFire = -12

Quoted at random: two entries already listed, in no set order.
7. FC(F)(F)C1=NC(C(F)(F)F)=NP(N2CCCCC2)(N2CCCCC2)=N1
  mcGAS RapidFire = 20&46
9. CC(Cc1ccccc1F)NCCCC(=O)N(C)C (centres undefined)
  mcGAS RapidFire = -13

New compounds follow.
21. CCOC(=O)c1cc(C(O)(C(=O)OC)C(F)(F)F)c(N=CN(C)C)o1 (centres undefined)
  mcGAS RapidFire = 0
22. CCn1cc(CNC(C)Cc2ccc(C)cc2)cn1 (centres undefined)
  mcGAS RapidFire = -4
23. COc1ccc(C(=O)OC2C[C@H]3CC[C@H](C2)N3C)cc1OC (some centres undefined)
  mcGAS RapidFire = 1
24. COc1ccc(C2N3CCCN2CC3)cc1 (centres undefined)
  mcGAS RapidFire = -8
25. C1CCC(CN(C2CCCC2)C2CC2)OC1 (centres undefined)
  mcGAS RapidFire = 2
26. CC(C(=O)Nc1ccc(C#N)c(Cl)c1)N(C)Cc1cccs1 (centres undefined)
  mcGAS RapidFire = 0
27. CC(c1nc2ccccc2n1C(F)F)N1CC=C(c2ccc(O)cc2)CC1 (centres undefined)
  mcGAS RapidFire = -5
28. O=C(c1cnccn1)N1C[C@@H](c2cc(F)cc(F)c2)[C@@H]2[C@H]1C1CCN2CC1
  mcGAS RapidFire = -26
29. Brc1ccc(C2CC(c3cccnc3)Nc3nnnn32)cc1 (centres undefined)
  mcGAS RapidFire = -7
30. Fc1cc(F)c2nc(N3CCNCC3)sc2c1
  mcGAS RapidFire = -11

31. CN1CCN(Cc2csc3c2CCCC3)CC1
  mcGAS RapidFire = -3
32. COc1cc(C2NCc3ccc4c(c3-n3cccc32)OCO4)ccc1F (centres undefined)
  mcGAS RapidFire = -14
33. C1CCC2(C1)CNCCN2
  mcGAS RapidFire = -2
34. CC(=O)N1CN(C(C)=O)CN(C(C)=O)C1
  mcGAS RapidFire = 4
35. CC(=O)NNC1=NC(c2ccccc2)=NP(N(C)C)(N(C)C)=N1
  mcGAS RapidFire = 1
36. Cc1cccc(C(=O)N2CCSC23CCNCC3)c1
  mcGAS RapidFire = -2
37. CCNP(=O)(NCC)NC(=O)c1cc(C)n(C2CC2)c1C
  mcGAS RapidFire = -10
38. CN(C)P(=S)(/C=C(/Br)c1ccccc1)N(C)C
  mcGAS RapidFire = -14
39. CC12CN3CC(C)(C1=O)C(=O)C(C)(C3)C2=O
  mcGAS RapidFire = -5
40. COc1ccc(C)cc1NC(=O)c1cccn(Cc2cccc(C)c2)c1=O
  mcGAS RapidFire = -5

Grouped by structure: those above containing sulfur (six)
5. CN1/C(=C\C=C2C(=O)NC(=S)NC2=O)C(C)(C)c2ccccc21
  mcGAS RapidFire = 4
26. CC(C(=O)Nc1ccc(C#N)c(Cl)c1)N(C)Cc1cccs1 (centres undefined)
  mcGAS RapidFire = 0
30. Fc1cc(F)c2nc(N3CCNCC3)sc2c1
  mcGAS RapidFire = -11
31. CN1CCN(Cc2csc3c2CCCC3)CC1
  mcGAS RapidFire = -3
36. Cc1cccc(C(=O)N2CCSC23CCNCC3)c1
  mcGAS RapidFire = -2
38. CN(C)P(=S)(/C=C(/Br)c1ccccc1)N(C)C
  mcGAS RapidFire = -14

Entries above with a thiophene ring, fused or not (2):
26. CC(C(=O)Nc1ccc(C#N)c(Cl)c1)N(C)Cc1cccs1 (centres undefined)
  mcGAS RapidFire = 0
31. CN1CCN(Cc2csc3c2CCCC3)CC1
  mcGAS RapidFire = -3

Additional structures
41. c1ccc(CN2CCN(CCCSc3cc4ccccc4[nH]3)CC2)cc1
  mcGAS RapidFire = -5
42. COc1cc(OC)c(C=NNP(=S)(c2ccccc2)c2ccccc2)c(OC)c1
  mcGAS RapidFire = -2
43. CCCCOP(=O)(CC#N)OCCCC
  mcGAS RapidFire = -32
44. C[C@]12CC[C@H](O)CC1=CCC1C2CC[C@]2(C)C(=O)CC[C@@H]12 (some centres undefined)
  mcGAS RapidFire = -2
45. Cc1cc(Cl)ccc1C(=O)C1CCCN(Cc2ccn[nH]2)C1 (centres undefined)
  mcGAS RapidFire = -14&-5
46. Cn1nnc2c(N3CCNCC3)ncnc21
  mcGAS RapidFire = -5
47. Cc1nc(CC(=O)N(CCN2CCOCC2)Cc2ccco2)c(C)s1
  mcGAS RapidFire = -13
48. CC(Cc1ccc(Cl)cc1)N(C)Cc1nncn1C (centres undefined)
  mcGAS RapidFire = -5
49. N#CC(C#N)=Cc1ccc2ncccc2c1
  mcGAS RapidFire = 55
50. O=C(CN1CC=C(c2ccccc2)CC1)Nc1ccc(F)cc1F
  mcGAS RapidFire = -9

51. CC1=C2[C@H]3OC(=O)[C@@H](C)[C@@H]3CC[C@@]2(C)C=CC1=O
  mcGAS RapidFire = -5&2
52. Cc1csc(NC(=O)c2cccn(Cc3ccccc3C)c2=O)n1
  mcGAS RapidFire = -5
53. CC1=CCCC2C1(C)CCC(C)C2(C)CC/C(C)=C/C[n+]1cn(C)c2c(N)ncnc21 (centres undefined)
  mcGAS RapidFire = -9
54. CC(C)(C)NCC(O)c1cc(Cl)c(N)c(Cl)c1 (centres undefined)
  mcGAS RapidFire = -4&1
55. CC(N)C(O)c1ccc(O)c(O)c1 (centres undefined)
  mcGAS RapidFire = -6
56. COc1cccc([C@@H]2CCN(Cc3n[nH]c(C)c3Cl)C[C@H]2O)c1
  mcGAS RapidFire = -39
57. COc1ccc2c(c1OC)C(=O)O[C@@H]2[C@H]1c2cc3c(cc2CCN1C)OCO3
  mcGAS RapidFire = -9&-3
58. OC(CN1CCOCC1)c1csc2ccccc12 (centres undefined)
  mcGAS RapidFire = -12

Only part of the results is shown (hit frequency here may not be typical).
